PrPC TRFRET = inhibitors of human cell surface prion protein PrPC, primary screen, cell-based, TR-FRET. TR-FRET read-out. inhibition, % at 13.8 µM. Major prion protein (Homo sapiens), P04156. AID 720596, 2013. 0.43% of 370,000 active; in the data active = inhibition above about 24%; note: 0% = median of the test wells and 100% = reference compound wells
SARS 3CLpro inh = SARS-CoV 3CLpro protease inhibitors, primary screen, biochemical, quenched FRET | Replicase polyprotein 1ab (Severe acute respiratory syndrome coronavirus), P0C6X7 | recombinant SARS-CoV 3CLpro, quenched FRET peptide cleavage | inhibition, % at 6 µM | 0.14% of 290,000 active | AID 1706, 2009; in the data active = inhibition above about 12%
Y pestis TopoI = Yersinia pestis topoisomerase I inhibitors, primary screen, biochemical, cleavage product accumulation, plate reader, single point | DNA topoisomerase I (Yersinia pestis CO92) | 0.064% of 360,000 active | activity, % at 10 µM | Y. pestis Topo-I cleavage product accumulation; in the data active = activity above about 50%, passing the limit was not always enough; note: inactives centre near 2
MazF activator = activators of E. coli MazEF toxin-antitoxin RNase, primary screen, biochemical, fluorescence, uHTS | Endoribonuclease toxin MazF (Escherichia coli (strain K12)), P0AE70 | FAM/BHQ RNA-DNA oligo cleavage fluorescence, 5 h | activation, % at 20 µM | 0.32% of 350,000 active; in the data active = activation above about 50%
Target sequence (P0AE70 whole entry, looked up): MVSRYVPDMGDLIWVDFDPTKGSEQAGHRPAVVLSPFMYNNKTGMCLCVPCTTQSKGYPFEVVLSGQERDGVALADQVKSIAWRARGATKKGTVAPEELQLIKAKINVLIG
TcdB GH inh = TcdB glycohydrolase inhibitors, primary screen, biochemical, single point, plate reader; 0.24% of 350,000 active; inhibition, % at 9.99 µM; TcdB glycohydrolase enzymatic assay; Toxin B (Clostridioides difficile), P18177; in the data active = inhibition above about 10%
SSB-PriA inh = inhibitors of Klebsiella pneumoniae PriA binding to SSB C-terminal tail, primary screen, biochemical, AlphaScreen. PriA–SSB C-terminal tail interaction (Klebsiella pneumoniae). 0.6% of 430,000 active. AlphaScreen SSBct-PriA binding, biotinylated peptide. inhibition, % at 33 µM; in the data active = inhibition mostly above about 37%, no sharp cut-off; inactive = mostly below about 20%;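 note: plate controls were negative control peptide for no effect and reference peptide for full effect; strong numbers were not always called active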
Rv3671c protease = Rv3671c serine protease inhibitors, primary screen, biochemical, fluorescence polarization, M. tuberculosis H37Rv. 0.048% of 320,000 active. P9WHR9. inhibition, % at 5.96 µM; in the data active = inhibition above about 38%;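 note: extracellular domain of Rv3671c used as enzyme; 0% = enzyme with DMSO and 100% = no enzyme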
Target sequence (P9WHR9 whole entry, looked up, the tested form may be a part): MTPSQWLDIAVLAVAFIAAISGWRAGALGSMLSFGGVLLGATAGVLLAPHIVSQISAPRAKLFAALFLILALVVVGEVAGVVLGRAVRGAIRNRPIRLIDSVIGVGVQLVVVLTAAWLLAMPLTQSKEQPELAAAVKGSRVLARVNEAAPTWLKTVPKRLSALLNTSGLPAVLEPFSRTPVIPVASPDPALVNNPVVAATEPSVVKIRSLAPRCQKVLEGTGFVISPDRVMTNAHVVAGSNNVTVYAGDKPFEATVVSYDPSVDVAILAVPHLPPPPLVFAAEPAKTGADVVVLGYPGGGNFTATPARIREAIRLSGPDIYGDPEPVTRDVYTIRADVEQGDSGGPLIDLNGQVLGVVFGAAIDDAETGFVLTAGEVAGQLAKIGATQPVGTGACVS
VHR inh abs = VHR1 phosphatase inhibitors, primary screen, biochemical, absorbance, uHTS | 0.52% of 290,000 active | Dual specificity protein phosphatase 3 (Homo sapiens), P51452 | inhibition, % at 13.3 µM | AID 1654, 2009 | recombinant VHR phosphatase, pNPP absorbance; in the data active = inhibition above about 50%; note: some compounds called inactive have numbers as strong as hits
Target sequence (P51452 whole entry, looked up): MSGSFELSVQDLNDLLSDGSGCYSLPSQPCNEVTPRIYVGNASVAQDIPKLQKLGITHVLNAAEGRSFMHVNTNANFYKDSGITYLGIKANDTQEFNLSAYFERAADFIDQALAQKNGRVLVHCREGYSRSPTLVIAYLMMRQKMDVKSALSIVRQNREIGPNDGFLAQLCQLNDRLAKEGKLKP
CCHFV vOTU inh = CCHFV vOTU protease inhibitors, primary screen, biochemical, Pep-AMC substrate, fluorescence | inhibition, % at 11.5 µM | 0.55% of 370,000 active; in the data active = inhibition above about 30%; note: 0% = vehicle wells with enzyme and 100% = no enzyme wells
Vc quorum ag = inducers of Vibrio cholerae quorum light production without autoinducers, primary screen, BH1578 luxS cqsA deficient, single point; V. cholerae BH1578 lux reporter, luminescence, 6 h; activation, % at 18.7 µM; 0.16% of 350,000 active; AID 588436, 2011; in the data active = activation mostly above about 9.7%, no sharp cut-off; note: not every result past the cut was called active; inactives centre near 0; reference of the scale not given here
* marks the source's active call; other numbers are inactive results; i = inactive; x = not tested or not shown; & = joins results of further samples. These rows are one share of the data; rates above refer to the full screens.

The first 3 entries (preview)
SMILES | PrPC TRFRET | SARS 3CLpro inh | Y pestis TopoI | MazF activator | TcdB GH inh | SSB-PriA inh | Rv3671c protease | VHR inh abs | CCHFV vOTU inh | Vc quorum ag
O=C(NNC(=O)OCc1ccccc1)OCc1ccccc1 | -2 | x | 12 | 7 | 0.7 | -8 | x | x | 4 | i
Cc1ccc2nc(SC(C)C(=O)N3CCOCC3)[nH]c2c1 (configuration not stated) | -1 | 3 | 5 | -4 | 2.6 | 4 | -1 | -2 | -7 | -0.6
C[C@@H](C(=O)NCc1ccc(S(C)(=O)=O)cc1)[C@H]1C[C@]1(C)[C@H](NC(=O)OCc1ccccc1)c1ccccc1 | -2 | -2 | x | 1 | -0.3 | -2 | -1 | 15 | -2 | x

The whole of this part, previewed entries included:
SMILES | PrPC TRFRET | SARS 3CLpro inh | Y pestis TopoI | MazF activator | TcdB GH inh | SSB-PriA inh | Rv3671c protease | VHR inh abs | CCHFV vOTU inh | Vc quorum ag
O=C(NNC(=O)OCc1ccccc1)OCc1ccccc1 | -2 | x | 12 | 7 | 0.7 | -8 | x | x | 4 | i
Cc1ccc2nc(SC(C)C(=O)N3CCOCC3)[nH]c2c1 (configuration not stated) | -1 | 3 | 5 | -4 | 2.6 | 4 | -1 | -2 | -7 | -0.6
C[C@@H](C(=O)NCc1ccc(S(C)(=O)=O)cc1)[C@H]1C[C@]1(C)[C@H](NC(=O)OCc1ccccc1)c1ccccc1 | -2 | -2 | x | 1 | -0.3 | -2 | -1 | 15 | -2 | x
O=S(=O)(Nc1cccc(Cl)c1)c1ccc2oc(=S)[nH]c2c1 | 1 | 4 | 5 | 8 | 2.1 | -2 | 5 | 22 | 8 | -0.6
CCN(CC)S(=O)(=O)c1ccc(N2CCOCC2)c(NC(=O)c2ccco2)c1 | -1 | x | 11 | 1 | 2.0 | -3 | 7 | x | 7 | -0.9
O=C(COC(=O)C1CC(=O)N(C2CCCCC2)C1)c1ccc(F)cc1 (configuration not stated) | 0 | 2 | 15 | 5 | 0.5 | -4 | 4 | 16 | 4 | -0.3
O=C(c1coc2ccc(O)c(CN3CCOCC3)c12)C1CC1 | -2 | 1 | -5 | 10 | x | -7 | 0 | 4 | -2 | -0.6
CCSc1nnc(NC(=O)c2cccs2)s1 | -4 | 4 | 7 | 2 | x | 8 | -8 | 2 | 7 | i
CCNc1nc(NC(C)C)nc(NS(=O)(=O)c2ccc(N)cc2)n1 | -3 | 2 | 8 | 2 | x | 1 | -4 | 19 | -2 | i
CC(C)[C@H](NC(=O)NCCC1=CCCCC1)C(=O)O | 2 | 0 | -7 | -7 | -6.1 | 4 | 7 | -2 | 5 | 0.4
Cc1cc(OCC(O)CN2CCCC2)cc(C)c1Cl (configuration not stated) | 1 | -3 | 0 | 8 | 0.9 | 0 | -11 | -3 | 14 | -4.6
N#Cc1c2c(c(=S)n(-c3ccccc3)c1N)CCCC2 | -9 | -22 | -2 | 16 | x | 7 | -4 | -21 | 12 | x
O=C(CCCc1nc2ccccc2s1)NCc1ccccc1F | 9 | 3 | -5 | 4 | 0.1 | -12 | -8 | 4 | -3 | -3.6
O=C(c1ccc(F)cc1)N1CCN2C(=O)c3ccccc3C12c1ccccc1 (configuration not stated) | 8 | 0 | -9 | 6 | 1.0 | 1 | -4 | 17 | -7 | -0.5
CCOCC(=O)Nc1ccc(S(=O)(=O)NCCc2ccccc2)cc1 | 2 | 0 | 4 | 16 | x | -6 | 0 | -6 | 11 | i
CC(=O)N1CCN(Cc2nc3ccc(Cl)cc3n2CCO)CC1 | -11 | -7 | 11 | 3 | -0.8 | 12 | 3 | -26 | 11 | -0.3
COc1cc(OC)c2c(-c3cccc(-c4sccc4C(C)=O)c3)cc(=O)oc2c1 | -3 | x | 25 | -12 | -0.7 | 6 | x | x | 14 | -0.6
NS(=O)(=O)c1ccc(CCNC(=O)c2ccc(NC3=NC4CS(=O)(=O)CC4S3)cc2)cc1 (configuration not stated) | x | -5 | 2 | 5 | x | 4&-7 | 6 | 26 | x | -0.2
COCCCNc1ncnc2c1cnn2-c1ccc(C)cc1C | -1 | -5 | 1 | -2 | x | -18 | 0 | 6 | -12 | i
Cc1noc(C)c1CSc1nc2sc3c(c2c(=O)n1C)CCCC3 | -6 | 0 | 3 | 4 | x | 11 | 1 | 36 | 5 | i
Nn1c(SCC(=O)Nc2ccccc2)nnc1C1CCCCC1 | 2 | x | -7 | 4 | 3.9 | -1 | 2 | x | -10 | i
CC(=O)N1c2ccc(S(=O)(=O)N(C)C3CCCCC3)cc2CC1C (configuration not stated) | 0 | -2 | 10 | -3 | 1.0 | 2 | 2 | -26 | 4 | -0.4
COc1ccc(N2CCN(C(=O)C(=O)c3cn(CC(=O)N4CCOCC4)c4ccccc34)CC2)cc1 | 3 | 5 | 9 | 1 | 3.2 | 9 | -8 | -3 | -2 | 3.4
COc1cc(C)c(Br)cc1S(=O)(=O)N1CCOCC1 | 3 | -1 | -7 | 7 | x | -16 | -2 | -4 | 1 | i
CN(C)c1ccc(N/C(N)=N/c2nc(C(F)(F)F)cc(C(F)(F)F)n2)cc1 | -2 | 5 | -4 | -29 | -37 | x | -1 | 49 | 12 | -0.6
Cc1csc(Sc2nc3c(c(=O)[nH]c(=O)n3C)n2CCCc2ccccc2)n1 | -5 | 2 | 3 | 2 | x | -7 | 3 | 3 | -9 | i
c1nc2n(n1)C1=C(CCCC1)C1(CCCCC1)N2 | -7 | 0 | 4 | 0 | 1.2 | -5 | 5 | 17 | -2 | i
Cc1ccc(S(=O)(=O)NNC2=NS(=O)(=O)c3ccccc32)c(C)c1 | 9 | 1 | 2 | -7 | -17 | -12 | -2 | 1 | 11 | -0.2
C=CCc1cccc2cc(C(=O)NNC(=O)CC#N)c(=O)oc12 | 6 | -2 | 7 | -1 | 0.1 | -5 | 0 | 18 | -9 | i
FC(F)(F)c1cccc(NC(=S)NCCc2ccccn2)c1 | 3 | -3 | -7 | 7 | x | -11 | 6 | 14 | -5 | i
Cc1ccc(/C=N/NS(=O)(=O)c2ccccc2)o1 | -2 | -3 | -1 | -2 | x | x | -4 | 40 | 8 | i
Nc1c(S(=O)(=O)c2cccs2)c2nc3ccccc3nc2n1Cc1cccs1 | 2 | -6 | 3 | 8 | x | -10 | -32 | 19 | -20 | -0.4
CCOC(=O)C1=C(C)NC(=O)NC1c1c(OC)ccc2ccccc12 (configuration not stated) | -7 | -2 | -3 | 8 | -0.1 | -3 | 0 | 4 | -18 | -0.1
CC(C)CN(C(=O)COC(=O)c1ccc(Cl)c(N)c1)c1c(N)n(Cc2ccccc2)c(=O)[nH]c1=O | -2 | x | 36 | -4 | 2.7 | -14 | -1 | x | 7 | i
COc1ccccc1CC(=O)N1CCN(CCc2ccccc2)CC1 | 4 | 1 | 9 | 8 | 0.5 | -4 | 3 | 8 | 14 | i
NC(=O)C1CCN(C(=O)c2ccc3ncsc3c2)CC1 | -1 | x | 2 | 4 | 0.7 | x | x | x | -6 | i
Cc1nn(-c2ccccc2)c(C)c1Cc1ccc(O)cc1 | 12 | 2 | -3 | 2 | 1.8 | 3 | -8 | 34 | -4 | i
Cc1ccc(C2c3c(oc4ccccc4c3=O)C(=O)N2c2nncs2)cc1 (configuration not stated) | -4 | -3 | 4 | 15 | 1.5 | -13 | 3 | 20 | 7 | i
COc1ccccc1N1CCN(Cc2ccc(O)c3ncccc23)CC1 | 18 | -1 | 6 | 0 | x | 73* | 1 | 23 | -7 | i
O=C(Nc1cc(=O)[nH]c2ncnn12)c1ccccc1 | -2 | -3 | -6 | -2 | x | 6 | 7 | 27 | 4 | 0.6
COC(=O)CC1C(=O)NCCN1C(=S)NC(=O)CCc1ccccc1 (configuration not stated) | 5 | 5 | -7 | -18 | 1.0 | 0 | -1 | 23 | 11 | -2.1
COc1ccc(CCN(C(=O)c2cccc(F)c2)C2CC(=O)N(c3ccccc3)C2=O)cc1 (configuration not stated) | -9 | 3 | 4 | 3 | x | -14 | -15 | 8 | -2 | i
COc1ccc2c(c1)cc(C(=O)N[C@@H](CCSC)C(=O)N1CCC[C@H]1C(=O)O)n2C | -8 | 0 | -7 | -4 | 1.6 | -4 | 0 | 12 | -27 | -0.3
COc1cc(C)ccc1OCCOc1ccccc1Cl | 0 | 1 | 6 | -3 | x | -19 | -3 | 27 | 7 | 2.8
CCc1ccc(C2=NN(CCC(=O)NC(C)CCc3ccccc3)C(=O)CC2)cc1 (configuration not stated) | 8 | 3 | -3 | 1 | 1.5 | 6 | 1 | -12 | 13 | 0.9
O=C1Cc2ccccc2C(c2ccc(Cl)cc2Cl)N1 (configuration not stated) | 6 | -4 | -2 | -2 | -1.0 | -1 | -10 | 13 | -5 | i
Cc1ccnc(NCc2cc(C)ccc2O)c1 | 6 | -1 | -7 | -1 | 1.5 | -11 | 1 | 10 | -10 | -0.6
COc1ccc(CC(=O)NCC2CCCN(Cc3cc(OC)cc(OC)c3)C2)cc1 (configuration not stated) | 2 | 4 | 6 | 1 | -1.5 | 2 | 2 | 49 | 3 | -0.6
S=C(NC12CC3CC(CC(C3)C1)C2)N1CCCC1 | 7 | 1 | -2 | 1 | -1.1 | -14 | 6 | 2 | -10 | i
Cc1c(C(=O)NC(C)c2ccccn2)oc2c(Cl)cccc12 (configuration not stated) | 5 | x | 3 | -2 | 1.1 | -17 | x | x | 23 | -5.6
COc1ccc(NC(=O)c2ccc3ccccc3c2)cc1NS(=O)(=O)c1ccc(F)cc1 | 0 | -1 | -9 | 6 | 0.4 | 22 | -21 | 0 | -6 | -0.2
CCOc1ccc(C2=CSC3=NCCN23)cc1[N+](=O)[O-] | -11 | -11 | 2 | 6 | 0.7 | -3 | -11 | -3 | 10 | i
COc1ccc(OC)c(N(CC(=O)NCCSCc2ccc(C)cc2)S(C)(=O)=O)c1 | -3 | 2 | 18 | -14 | 0.6 | 1 | 12 | 14 | -7 | i
CC(C)OC(=O)c1cc(C(=O)c2cc(Cl)ccc2O)coc1=N | -1 | -2 | 0 | -3 | -0.4 | -8 | 2 | 29 | -10 | -0.2
CCC(CC)C(=O)Nc1ccc(C)cc1O | 7 | -1 | 7 | 7 | -0.9 | -11 | 9 | 16 | -5 | -0.2
COCCn1c(=S)[nH]c2sc3c(c2c1=O)CCC(C)C3 (configuration not stated) | -5 | 3 | -1 | 8 | 3.2 | -4 | 9 | 12 | 7 | i
Cc1ccc(S(=O)(=O)N2C[C@]3(O)C[C@@H]4C(=O)N(c5ccccc5)C(=O)[C@@H]4C[C@]3(OC(=O)NCC3CCCCC3)C2)cc1 | 4 | x | 8 | 6 | -0.6 | x | x | x | -1 | -0.6
N#Cc1ccc(Cn2ccnc2C(=O)Nc2ccccc2)cc1 | 0 | 3 | 0 | 0 | 1.6 | -2 | -15 | 17 | -1 | 0.5
CCOC(=O)c1cc(C(=O)OCC)c(=O)[nH]c1C | -4 | 3 | 7 | 8 | x | 4 | -11 | -3 | 1 | -0.3
Cc1cccc(N2CCN(C(=O)CCC(=O)N3CC(C)Oc4ccc(C)cc43)CC2C)c1 (configuration not stated) | -7 | -3 | 17 | 7 | 2.5 | 16 | -1 | -14 | 7 | i
C/C(=N\NC(=O)Cc1cccn1C)c1ccc([N+](=O)[O-])cc1 | -9 | -1 | -7 | 6 | -0.7 | x | 1 | 22 | 4 | 1.2
